CYP2C19 act – increases human CYP2C19 enzyme activity. activation factor at 5 µM. 96,000 tested, under 10 active. AID 1025. recombinant CYP2C19, luciferin-H EGE luminescence; stronger effect = higher value; 0 = fully inhibited enzyme, 1 = untreated enzyme;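 active means activation factor of at least 2 at 5 µM in the primary screen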;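 further: 0 = wells with 2.5 mM tranylcypromine and 1 = vehicle-only wells; values of inactives mirror those of a sister screen read the other way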
CYP2C9 act – increases human cytochrome P450 2C9 activity. P11712. recombinant CYP2C9, luciferin-H conversion, luminescence; stronger effect = higher value; factor 1 = untreated enzyme, 0 = blocked. activation factor at 5 µM. 96,000 tested, 1.4% active. AID 1024;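 active means activation factor of 2 or more for CYP2C9 at a 5 µM dose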;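 further: 0 = sulfaphenazole-blocked wells and 1 = vehicle-only wells; values of inactives mirror those of a sister screen read the other way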
Target sequence (P11712 whole entry, looked up): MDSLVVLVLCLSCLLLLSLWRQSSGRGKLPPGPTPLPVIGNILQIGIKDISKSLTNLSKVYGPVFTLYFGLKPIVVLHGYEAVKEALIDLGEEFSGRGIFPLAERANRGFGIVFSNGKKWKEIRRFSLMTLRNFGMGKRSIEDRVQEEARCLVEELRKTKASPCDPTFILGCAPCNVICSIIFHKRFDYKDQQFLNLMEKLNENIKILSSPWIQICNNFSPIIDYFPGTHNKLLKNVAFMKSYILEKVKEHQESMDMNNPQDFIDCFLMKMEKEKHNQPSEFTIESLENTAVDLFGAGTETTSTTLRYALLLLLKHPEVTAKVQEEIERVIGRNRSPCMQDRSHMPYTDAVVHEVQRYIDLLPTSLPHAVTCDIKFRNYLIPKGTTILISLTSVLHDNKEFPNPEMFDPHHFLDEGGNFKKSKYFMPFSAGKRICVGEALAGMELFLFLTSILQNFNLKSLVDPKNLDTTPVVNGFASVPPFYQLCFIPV
CYP2C19 inh – human CYP2C19 inhibition; P33261; CYP2C19 Supersomes, luciferin-H EGE luminescence, 30 min; inhibition, % at 5 µM; 96,000 tested, 21% active; AID 778;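 active means CYP2C19 inhibition above a set limit at 5 µM in the primary screen, cut at about 50% in these data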;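 further: plate controls were negative control wells for no effect and 2.5 mM tranylcypromine positive control for full effect; values of inactives mirror those of a sister screen read the other way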
CYP2C9 inhib – blocks human cytochrome P450 2C9 | CYP2C9 Supersomes, luciferin-H conversion, luminescence | AID 777 | 96,000 tested, 20% active | inhibition, % at 5 µM | P11712;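 active means blocking of liver enzyme CYP2C9 beyond about 50% at 5 µM, limit read from the data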; further: values of inactives mirror those of a sister screen read the other way
HUVEC tox TNFa – toxic to HUVEC cells under TNF alpha stimulation. cell count reduction, % at 2 µM. HUVEC TNFalpha-stimulated, Hoechst cell count, imaging. 93,000 tested, 0.17% active;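 active means cell count reduction exceeding the screen mean by over 5 SD, scaled to untreated wells per plate, cut at about 78% in these data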;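 further: cells counted after 24 h of TNF alpha exposure following the 1 h pretreatment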
Calb biofilm kill – kills Candida albicans biofilms | C. albicans biofilm + clotrimazole, Alamar Blue | inhibition, % at 6 µM | 85,000 tested, 0.14% active;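 active means inhibition above 20%; inactive means inhibition below 20%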;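 further: preformed 24 hr biofilms exposed to compound for 48 hr; 0% = biofilm without compound and 100% = blank killed by clotrimazole plus chlorhexidine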
VCAM1 TNFa inh – reduces TNF alpha induced VCAM1 expression in HUVEC | inhibition, % at 2 µM | HUVEC TNFa-induced VCAM-1 immunofluorescence, high-content imaging | 95,000 tested, 0.48% active;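 active means inhibition above the batch mean plus 3 SD, with images confirmed as a hit by eye, cut at about 37% in these data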;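 further: 0% = TNF-stimulated DMSO wells and 100% = unstimulated control wells; not every result past the cut was called active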
hDAT+cocaine – human DAT dopamine uptake with cocaine, either direction; B-score at 10 µM; LLC-PK1 hDAT cells, [14C]-dopamine uptake with cocaine IC80; actives deviate in either direction; 110,000 tested, 1.3% active; AID 449768; Q01959;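 active means Z score or B-score, a plate-position-corrected score, falls beyond the plate's 99.7% confidence bounds, in either direction; inactive means both scores lie inside the 99.7% bounds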;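 further: scored against the spread of the other compound wells on the same plate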
Target sequence (Q01959 whole entry, looked up): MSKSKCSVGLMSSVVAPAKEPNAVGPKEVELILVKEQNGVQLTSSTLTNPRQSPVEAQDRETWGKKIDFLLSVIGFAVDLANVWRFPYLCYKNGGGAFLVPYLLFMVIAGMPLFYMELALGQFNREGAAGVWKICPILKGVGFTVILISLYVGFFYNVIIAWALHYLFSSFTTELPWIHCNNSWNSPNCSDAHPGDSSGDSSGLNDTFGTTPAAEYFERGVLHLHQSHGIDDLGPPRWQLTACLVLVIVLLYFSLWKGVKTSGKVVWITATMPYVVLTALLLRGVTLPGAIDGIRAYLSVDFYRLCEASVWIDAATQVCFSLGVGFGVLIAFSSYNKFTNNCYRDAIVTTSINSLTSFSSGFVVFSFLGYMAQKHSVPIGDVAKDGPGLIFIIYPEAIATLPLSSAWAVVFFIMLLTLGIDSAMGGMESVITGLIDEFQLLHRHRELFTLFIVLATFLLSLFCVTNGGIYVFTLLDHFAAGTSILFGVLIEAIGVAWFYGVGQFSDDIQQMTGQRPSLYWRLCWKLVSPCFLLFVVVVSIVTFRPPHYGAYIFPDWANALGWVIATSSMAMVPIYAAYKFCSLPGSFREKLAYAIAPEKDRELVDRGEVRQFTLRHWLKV
IL1B cytotox – toxic to HUVEC cells under IL-1B stimulation. HUVEC cell count loss, Hoechst imaging, IL-1B stimulated. cell count reduction, % at 2 µM. 94,000 tested, 0.41% active. AID 845;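 active means cell count reduction more than 3 SD above the screen-wide mean, cut at about 70% in these data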;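 further: normalized per plate to untreated control cells as the no-loss baseline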
* marks the source's active call; other numbers are inactive results; x = not tested or not shown.

SMILES	CYP2C19 act	CYP2C9 act	CYP2C19 inh	CYP2C9 inhib	HUVEC tox TNFa	Calb biofilm kill	VCAM1 TNFa inh	hDAT+cocaine	IL1B cytotox
Cc1ccc(C)n1-n1c(C)nc2scc(-c3ccccc3)c2c1=O	0.3	0.3	72*	74*	5	-2	-5	-0.08	7
O=S(=O)(Nc1cccc(C(F)(F)F)c1)c1cccnc1	0.8	1.1	18	-12	x	4	x	0.23	x
CC(C)(NO)/C(=N/O)c1cccs1	1	1	2	-4	-13	x	23	-0.0097	-70
COc1ccc(NC(=O)CC#N)cc1OC	1.1	1	-6	-2	7	0	-16	-0.7	-19
COc1ccc(C(=O)CSc2nnc(CNc3nc(-c4ccccc4)cs3)n2C)cc1	0.4	0.4	64*	62*	-2	0	-1	-0.38	32
CC(=O)c1cccc(NS(=O)(=O)N(C)C)c1	1.1	1.2	-12	-18	5	5	-2	0.038	-18
COc1ccc(NC(C)=O)cc1NC(=O)CSc1nc2ncccc2[nH]1	0.7	0.4	29	56*	-27	7	12	-0.58	-27
CCOc1ccc(N2C(=O)c3ccc(C(=O)OCc4c(C)noc4C)cc3C2=O)cc1	1.2	0.9	-16	12	-12	8	-6	-0.041	-61
CCOC(=O)c1cc2sc(C)cc2n1CCCN1C(=O)c2ccccc2C1=O	0.9	0.4	14	57*	7	3	-2	-0.35	-11
Cc1cccnc1NCc1ccc(O)c2ncccc12	1	0.9	1	14	-36	3	16	-0.4	24
O=C(c1ccc(Cl)cc1)c1cc(-c2ccccn2)c(N2CCOCC2)s1	0.9	0.5	13	49	0	x	15	2.2	-1
Cc1ccc(C23CC4CC(CC(CC(=O)N5CCOCC5)(C4)C2)C3)cc1	x	x	x	x	9	-1	7	1.4	-26
CN(C)CCNc1nc(-c2ccccc2)c2c(c1C#N)CC(C)(C)OC2	0.8	0.5	15	48	-22	3	0	1.6	11
Cc1ccc2nsnc2c1S(=O)(=O)NCc1ccncc1	x	x	x	x	-16	-1	1	0.46	-9
Brc1ccc(-c2cnc(-c3cccs3)o2)cc1	0.7	0.4	31	59*	-12	2	-5	-0.56	-1
COCC(=O)NC1CC2CCCC(C1)N2Cc1ccccc1 (stereo unspecified)	1.1	1	-9	-2	-14	4	-38	x	-23
CCCC(=O)Nc1ccc2c(c1)C(=O)NC2=O	1.1	1	-7	-3	-16	2	12	-0.52	3
CC1(C)CC(=O)C2=C(C1)OC(N)=C(C#N)C2c1cccc(OC(=O)c2ccco2)c1 (stereo unspecified)	1.1	0.2	-15	76*	0	7	-8	-0.0094	-37
CCOc1ccc(N2CC(=O)Nc3ccccc3NCC2=O)cc1	0.9	0.9	9	12	-5	-7	5	-0.046	17
COC(=O)c1cc(OC)c(OC)cc1NC(=O)c1ccoc1C	1.1	1	-5	-5	4	9	3	-0.54	-18
COc1cc(C2C(C(C)=O)=C(O)C(=O)N2c2ccc(C)cc2)ccc1O (stereo unspecified)	1.1	0.7	-14	34	-11	4	11	0.05	-4
COc1ccc(CCn2c(C)cc3c(c2=O)C(c2ccncc2)C(C#N)=C(N)O3)cc1OC (stereo unspecified)	0.2	0.2	83*	79*	-20	3	1	0.38	-15
Brc1ccc(Sc2cnc3ccccc3n2)cc1	0.9	0.9	6	5	-13	4	8	-0.25	-7
COc1ccc(OC)c(C(=O)CSc2nnc(-c3ccc(OC)c(OC)c3)o2)c1	1.1	1.3	-8	-26	-21	5	12	0.75	-5
C/C(CC(=O)Nc1ccccn1)=N\NC(=O)C(=O)Nc1cccc(C)c1	1	0.8	1	20	0	x	2	0.16	-73
OC(CNCC(c1ccco1)N1CCCCC1)c1ccccc1 (stereo unspecified)	0.8	1	18	0	-20	9	-11	0.013	-52
CC(C)Cn1c(C(C)C)nc([N+](=O)[O-])c1Sc1ccc(Cl)cn1	x	x	x	x	-18	5	-11	1.1	-8
C1CN(c2nc3nonc3n3nnnc23)CCO1	0.8	0.7	18	28	x	2	x	-0.3	x
O=[N+]([O-])c1ccc(N2CCCCC2)cc1N1CCOCC1	0.7	0.7	28	30	4	x	22	x	-38
O=S(=O)(c1ccc(F)cc1)N1CCC(N2CCN(c3ccccc3)CC2)CC1	x	x	x	x	-11	3	5	x	-12
Cc1ccc(NC(=O)CSc2n[nH]c(-c3ccncc3)n2)cc1	0.4	0.1	62*	94*	-27	0	13	0.09	-44
Cn1c(N)c(C(=O)CSc2nc(N)cc(=O)[nH]2)c(=O)n(C)c1=O	0.9	0.9	11	8	-18	x	3	0.27	-14
CCNC(=S)NNC(=O)C1CCCCC1	1	1	-1	-2	-30	x	18	-0.22	-28
CCOc1ccc(N=C(NC#N)SC)cc1	0.3	0.7	70*	25	-23	1	-4	0.84	-13
CCCC(=O)Nc1cccc(NC(=O)c2ccc3c(c2)OCO3)c1	0.6	0.5	44	52*	-10	-2	-32	0.9	-19
COc1ccc(OC)c(NC(=O)c2cc(-c3ccc(C)cc3O)n[nH]2)c1	0.9	2.9*	10	-192	-20	7	6	0.36	12
CCC(Sc1ncnc2sc(C)c(C)c12)C(=O)OC (stereo unspecified)	0.4	0.1	65*	93*	-12	3	17	-0.0028	-40
CC(CC1C(C#N)=C(N)OC2=C1C(=O)CCC2)c1ccccc1 (stereo unspecified)	0.1	0.1	93*	88*	-13	3	13	x	-38
Cc1[nH]n(-c2ccccc2)c(=O)c1CCOC(=O)c1ccc(C(F)(F)F)cc1	0.7	1.1	32	-12	-15	x	10	0.64	-42
Cc1cc2ccccc2c(=O)n1CC(=O)NCC1COc2ccccc2O1 (stereo unspecified)	0.7	0.8	34	22	-10	-2	5	0.14	-5

Copied from the results shown, three compounds:
SMILES	CYP2C19 act	CYP2C9 act	CYP2C19 inh	CYP2C9 inhib	HUVEC tox TNFa	Calb biofilm kill	VCAM1 TNFa inh	hDAT+cocaine	IL1B cytotox
CC(CC1C(C#N)=C(N)OC2=C1C(=O)CCC2)c1ccccc1 (stereo unspecified)	0.1	0.1	93*	88*	-13	3	13	x	-38
Cc1[nH]n(-c2ccccc2)c(=O)c1CCOC(=O)c1ccc(C(F)(F)F)cc1	0.7	1.1	32	-12	-15	x	10	0.64	-42
Cc1cc2ccccc2c(=O)n1CC(=O)NCC1COc2ccccc2O1 (stereo unspecified)	0.7	0.8	34	22	-10	-2	5	0.14	-5

Following part.
SMILES	CYP2C19 act	CYP2C9 act	CYP2C19 inh	CYP2C9 inhib	HUVEC tox TNFa	Calb biofilm kill	VCAM1 TNFa inh	hDAT+cocaine	IL1B cytotox
CCCCC(=O)Nc1cc(C)c2c(=O)oc3ccccc3c2n1	0.8	0.6	16	35	6	x	-4	0.16	12
O=C(CN1CCCCC1)N1CCN(C(=O)CN2CCCCC2)CC1	1.2	1.3	-18	-28	-10	3	2	-0.77	x
Cc1cc(C(F)F)n2nc(C(=O)Nc3c(F)cc(F)cc3Br)nc2n1	0.9	1.2	8	-21	-31	7	5	-0.28	-5
CS(=O)(=O)N1CCc2cc(-c3csc(NC(=O)C(c4ccccc4)c4ccccc4)n3)ccc21	0.9	0.4	11	58*	-13	4	13	0.058	-5
O=C(NCc1ccc(F)cc1)c1c(O)c2cccc3c2n(c1=O)CCC3	1	1	-2	4	x	7	x	-0.71	x
COc1ccc(NC(=O)CN2CCC(NC(=O)C3CCCCC3)CC2)cc1	0.7	0.8	31	23	-7	-2	-10	-0.69	13
Cc1nc2sc(C(c3cccc(F)c3)N3CCOCC3)c(O)n2n1 (stereo unspecified)	0.9	1	14	1	-12	7	-3	-1	-33
COc1ccc(N2C(=O)CCC(C(=O)N3CCCCC3)C2c2ccc(OC)c(OC)c2)cc1 (stereo unspecified)	1	1.1	-4	-6	-6	7	16	-0.64	-14
COc1ccc(-c2cc(C)nc3nc(N)nn23)cc1	1.2	1.3	-16	-29	14	-1	4	-0.57	27
CC(NC(=O)COc1ccc(Oc2ccccc2)cc1)C(=O)O (stereo unspecified)	1.2	1.1	-15	-7	11	5	2	-0.12	-124
CP(=O)(COC(=O)c1ccccc1)COC(=O)c1ccccc1	0.7	0.9	31	5	x	5	x	0.02	x
O=C(Nc1ccccn1)c1ccc2ccccc2n1	1	1	-1	3	-14	x	19	0.18	3
CCn1c(SCC(=O)Nc2sc3c(c2C(N)=O)CCC(C)C3)nnc1-c1ccco1 (stereo unspecified)	0.8	0.6	22	41	3	2	15	0.3	1
O=C(c1cccc(S(=O)(=O)N2CCCCC2)c1)N1CCN(S(=O)(=O)c2ccc(F)cc2)CC1	0.6	0.6	35	41	-3	5	14	x	-94
CCOC(=O)/C(=N\Nc1ccc(Cl)cc1)c1csc(Nc2ccccc2)n1	0.9	0.1	12	87*	-20	x	8	-0.078	-19
Fc1ccc(CN2CCCCCCC2)cc1	0.8	0.9	18	7	-12	1	-10	-0.6	x
CCC(=O)Nc1ccc(N2CCCCC2)c(C(=O)Nc2ccccc2C)c1	0.5	0.8	53*	21	-18	-1	-10	0.24	-5
Cc1cccc(NC(=O)CC2NCCNC2=O)c1 (stereo unspecified)	0.9	1	13	-3	-16	14	4	-1.8	4
Cc1cc(C)c(S(=O)(=O)n2cnc3ccccc32)c(C)c1	1.1	1.1	-8	-15	18	-1	26	-0.33	13
CC(C)(C)c1[nH]nc2c1C(c1ccc(OC(=O)c3ccco3)cc1)C(C#N)=C(N)O2 (stereo unspecified)	0.3	0.3	65*	71*	-18	7	12	-1	-19
COc1ccc(-n2c(C)c3c(OC)cccc(=O)c3c2C)cc1	0.2	0.4	81*	58*	-3	x	-6	x	-16
CCCCN(CC)S(=O)(=O)c1ccc(C(=O)Nc2nnc(-c3ccccc3Cl)o2)cc1	0.9	0.3	11	69*	-25	7	-2	0.61	13
CC(C)Oc1ccc(CNC(=S)N/N=C/c2cccnc2)cc1	0.8	0.7	18	32	-9	x	18	-0.11	x
COc1ccc(N2C(=O)C3CCCN3C2c2ccccc2F)cc1 (stereo unspecified)	0.8	0.9	18	12	-23	-2	10	0.55	0
CC(=O)c1c(C)nc2ccc(Br)cc2c1C(=O)O	1	0.8	4	15	-7	8	15	0.0018	19
O=C(CN1CCN(c2ccccc2)CC1)Nc1nnc(-c2ccccc2)s1	1	1	4	0	-24	5	-4	0.065	-21
O=C1OC(c2ccc(Br)cc2)=N/C1=C\N1CCCCC1	1.2	1	-19	2	42	x	4	0.37	-5
COc1ccccc1NC(=O)N1CCN(c2cc(-c3ccccc3)nc3ncnn23)CC1	0.7	0.8	33	20	-18	4	15	0.22	-10
O=C(CC1Nc2ccccc2NC1=O)NCC1COc2ccccc2O1 (stereo unspecified)	0.6	0.9	42	5	-6	1	-11	1.5	12
CCOc1ccccc1N(C(=O)c1snc(C(N)=O)c1N)C(C(=O)NC1CCCC1)c1ccco1 (stereo unspecified)	0.8	0.9	18	12	3	3	-2	x	9
Cc1cc(C)c2nc(SCCC#N)nc(C)c2c1	0.5	1.2	54*	-20	4	-4	11	-0.36	-21
CCC(Oc1ccccc1)C(=O)N1CCC(C(N)=O)CC1 (stereo unspecified)	1	1	-1	0	-4	x	-2	-0.33	20
CCOC(=O)C1CC=C(Cl)CC1C(=O)Nc1nccs1 (stereo unspecified)	0.6	0.6	36	41	-30	2	-12	-0.39	-24
CC1CC(C)CN(S(=O)(=O)c2cccc(C(=O)N3C(=O)c4cccc(N)c4C3=O)c2)C1 (stereo unspecified)	0.9	0.9	6	14	-17	x	-20	0.35	10
COc1ccccc1-c1cc(C(=O)N2CCN(c3ccc(F)cc3)CC2)no1	1	1.4	2	-41	-15	7	2	0.62	-6
CCOC(=O)CSc1nc2ccc(Nc3nc(N4CCOCC4)nc(N4CCOCC4)n3)cc2s1	x	x	x	x	30	3	34	0.29	25
CC(C)C(OC(=O)c1cccs1)C(=O)NC1CCCCC1 (stereo unspecified)	x	x	x	x	13	3	-19	0.0089	11

Compound activity (PubChem)
